Luciferase inh = Photinus pyralis luciferase inhibition. P08659. Potency, µM (highest dose often 115 µM), for inactives: at the top dose activity change, negative = inhibition, actives largely listed as inhibitors. actives 2.5% (n = 76,000). purified P. pyralis luciferase, luminescence, biochemical; further: potency means the concentration at half of the fitted maximal effect; nearly all actives have a fitted effect of over 65% in size
Target sequence (P08659 whole entry, looked up): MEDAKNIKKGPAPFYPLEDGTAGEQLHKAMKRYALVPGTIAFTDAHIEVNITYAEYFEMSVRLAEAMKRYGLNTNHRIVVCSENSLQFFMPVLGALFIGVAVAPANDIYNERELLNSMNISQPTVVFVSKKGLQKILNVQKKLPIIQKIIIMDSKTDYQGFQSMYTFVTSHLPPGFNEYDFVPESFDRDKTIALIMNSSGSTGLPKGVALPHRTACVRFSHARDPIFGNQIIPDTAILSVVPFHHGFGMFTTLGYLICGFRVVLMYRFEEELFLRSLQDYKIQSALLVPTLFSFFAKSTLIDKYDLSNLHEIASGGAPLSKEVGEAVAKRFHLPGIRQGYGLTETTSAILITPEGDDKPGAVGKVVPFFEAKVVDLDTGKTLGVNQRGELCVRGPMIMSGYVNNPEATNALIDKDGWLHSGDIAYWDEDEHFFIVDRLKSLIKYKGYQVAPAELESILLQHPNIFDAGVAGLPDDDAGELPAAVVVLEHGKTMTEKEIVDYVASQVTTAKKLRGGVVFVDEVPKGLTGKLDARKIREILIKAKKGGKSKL
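Cell-free enzyme assay, 10nM P. pyralis luciferase, luciferin and ATP each at 10uM. Inhibition profiled over a 6-point titration, read as luminescence.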
SNCA expr inh = inhibitors of alpha-synuclein (SNCA) gene expression. HEK-293 SNCA-luciferase knock-in, luminescence, 24 h. Potency, µM (doses to about 57.2 µM), for the others: at the top dose activity change, negative = inhibition, most hits filed as inhibitors. actives 0.17% (n = 140,000);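 further: potency means the concentration at half of the fitted maximal effect; plate controls were DMSO cells for no effect and cell-free wells for full effect; nearly all actives have a fitted effect of over 45% in size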
SNCA viab count = reduces viability of HEK-293 SNCA reporter cells. HEK-293-SNCA-luc viability, GF-AFC fluorescence, 24 h. Potency, µM (series often up to 57.1 µM), for the others: at the highest dose activity change, negative = cytotoxicity, usual class: cytotoxic. actives 0.12% (n = 150,000);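 further: potency means the concentration at half of the fitted maximal effect; 0% = DMSO-treated cells and -100% = medium-only wells without cells; nearly all actives have a fitted effect of over 30% in size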
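Cytotoxicity counterscreen: after 24 h compound treatment of genome-edited SNCA-luciferase HEK-293 cells, live-cell protease substrate GF-AFC read by fluorescence after 30 min; activity scaled between DMSO (0%) and medium-only (-100%), curves Hill-fitted.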
3T3 cytotox = cytotoxic compounds in NIH 3T3 cells; actives 4.3% (n = 94,000); Potency, µM (highest dose often 96.7 µM), inactives show top-dose activity change, negative = cytotoxicity, most hits filed as inhibitors; AID 1345082; NIH 3T3 viability, CellTiter-Glo ATP luminescence, 48-72 h; further: potency means the concentration at half of the fitted maximal effect; nearly all actives have a fitted effect of over 55% in size
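Cells were seeded at 400 per well, treated with pin-transferred compound, and kept 48 or 72 hr at 37 °C before CellTiter-Glo addition and luminescence imaging of cellular ATP.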
HEK293 tox = cytotoxic compounds in HEK 293 cells | HEK 293 viability, ATP luminescence (CellTiter-Glo), 48-72 h | Potency, µM (titrated, usually from 115 µM), inactives show at the highest dose activity change, negative = cytotoxicity, most hits filed as inhibitors | actives 6.6% (n = 94,000); further: potency means the concentration at half of the fitted maximal effect; nearly all actives have a fitted effect of over 60% in size
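HEK 293 cells at 250 cells/well were exposed to compounds by pintool transfer for 48 or 72 hr at 37 degree Celsius, 5% CO2. Viability was read as ATP-coupled luminescence with CellTiter-Glo after 10 min at room temperature.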
IP6K1 inh = inhibitors of human IP6K1; Q92551; AID 1645851; activity change, % (series mostly up to about 58 µM); actives 0.81% (n = 140,000); IP6K1 kinase, ADP-Glo luminescence, 2 h; stronger effect = lower value; in the data active means activity change below about -25%
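ADP-Glo luminescence measures ADP made by human IP6K1 during a 2 h RT reaction with ATP/IP6 (mix at 1.3 mM/130 uM); top library doses 57.5 and 19.1 uM final.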
GPT2 inhibitor = blocks human glutamate pyruvate transaminase 2; Recombinant GPT2, coupled pyruvate oxidase/HRP Amplex Red fluorescence; actives 0.25% (n = 100,000); AID 1671188; Potency, µM (doses to about 57.7 µM), inactives show at the top dose activity change, negative = inhibition, usual class: inhibitors; further: potency means the concentration at half of the fitted maximal effect; nearly all actives have a fitted effect of over 60% in size; many of its hits are not listed in these tables
Target sequence (Q8TD30 whole entry, looked up): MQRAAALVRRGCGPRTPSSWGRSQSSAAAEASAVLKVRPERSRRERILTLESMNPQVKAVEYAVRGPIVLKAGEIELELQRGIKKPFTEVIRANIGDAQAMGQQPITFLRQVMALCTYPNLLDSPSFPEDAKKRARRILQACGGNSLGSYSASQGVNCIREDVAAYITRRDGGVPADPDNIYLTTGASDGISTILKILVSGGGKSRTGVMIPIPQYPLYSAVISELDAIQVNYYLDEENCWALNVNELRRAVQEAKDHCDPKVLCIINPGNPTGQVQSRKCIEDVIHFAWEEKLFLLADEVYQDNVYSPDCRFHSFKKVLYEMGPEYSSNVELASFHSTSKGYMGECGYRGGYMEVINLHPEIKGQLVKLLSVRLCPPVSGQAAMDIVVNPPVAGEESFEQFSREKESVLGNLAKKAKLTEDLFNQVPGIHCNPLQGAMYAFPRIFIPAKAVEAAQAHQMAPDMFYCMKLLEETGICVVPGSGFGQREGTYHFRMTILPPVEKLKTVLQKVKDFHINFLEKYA
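Fluorescence of coupled pyruvate oxidase/HRP/Amplex Red system (50uM Amplex, 30 min, dark) reports pyruvate formed by GPT2. Enzyme reaction: 10ng/uL GPT2, 2mM L-alanine, 250uM a-KG, 30 min room temperature, pH 7.5; 50uM AOA control.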
An asterisk follows results filed as active; i = inactive; ? = inconclusive; . = not tested or not shown; [ ] = another dose, or the depositor's remark. Unless noted, the call rests on the fitted dose curve; in most records, active means well fitted curve in the direction sought with a large enough effect; inconclusive means small, poorly fitted or top-dose-only effect, or another doubt; inactive means no such curve, though single readings can be large; an effect the other way counts as inactive or inconclusive. Unless noted, on the % scale 0 is the no-effect control and ±100 the full control effect. An excerpt; count on the stated rates, not on these rows.

SMILES | Luciferase inh | SNCA expr inh | SNCA viab count | 3T3 cytotox | HEK293 tox | IP6K1 inh | GPT2 inhibitor
CCC(=O)N1CCC(c2ncc(C)n2Cc2ccccc2)C1 (configuration not stated) | -0.2% | 15.0% | 8.6% | -26.4% | ? | 0.0 | -3.8%
Cc1ccc2nc(CN3CCN(C(=O)Nc4cccc(C)c4C)CC3)oc2c1 | . | -3.8% | 0.7% | . | . | -0.1 | .
CCc1nnc(CN2CCC(N3CCCC(C(=O)NCc4ccccn4)C3)CC2)o1 (configuration not stated) | -4.1% | -9.6% | 8.7% | i | -12.7% | 5.8 | -1.8%
CN1c2cc(C(=O)Nc3ccc(Cl)c(Cl)c3)ccc2C(=O)N2CCCCC21 (configuration not stated) | -14.0% | 104.2%[activator] | 24.8%[12.5 µM] | -24.1% | ? | -8.5 | i
CN(C)c1ccc(C(=O)N[C@H]2C[C@@H](c3nc(-c4ccc5c(c4)OCO5)no3)N(C)C2)cc1 | -17.5% | 8.5% | -16.9% | ? | ? | 17.7 | 0.7%
COC(=O)C1=CO[C@@H](O)[C@@H]2C(CO)=CC[C@@H]12 | . | 4.4% | -7.8% | . | . | . | 1.9%
COc1ccc(NC(=O)c2ccc3c(c2)c(C)c(C)n3Cc2ccc(F)cc2)c(OC)c1 | . | -9.1% | -5.0% | . | . | 10.4 | .
COc1ccccc1-c1noc(-c2ccc(N3CCN(c4ccccc4)CC3)c([N+](=O)[O-])c2)n1 | . | 36.8%[activator] | 7.3% | . | . | -2.0 | .
CCN(CC)C(=O)[C@@H](C)C1CC[C@@]2(C)Cc3sc(N)nc3[C@@H](C)[C@@H]2[C@H]1O (some centres not stated) | -11.6%[172 µM] | -8.8%[87.6 µM] | 1.7%[87.6 µM] | -15.1%[174 µM] | -6.3%[172 µM] | 2.9 | -8.0%[88.5 µM]
Cc1csc(NC(=O)c2cnc3c(c2)N(C(=O)CCc2ccccc2)CCC3)n1 | -9.5%[172 µM] | 13.6%[87.6 µM] | -14.0%[87.6 µM] | 89.1µM* | ? | 3.8 | -26.0%[88.5 µM]
O=C(C1CCCC1)N1CCC2(CC1)NCc1ccccc1NC2=O | . | 32.6% | 3.5% | -2.0% | 4.9% | 12.3 | -10.8%
Cc1cccc(N2CCN(C(=O)CN3C(=O)CSc4c3c(C)nn4-c3ccccc3)CC2)c1C | . | 19.1% | 5.4% | . | . | -2.0 | .
COc1cccc(CN2C[C@@H](CO)[C@H](NC(=O)C3CC3)C2)n1 | 8.0% | 6.8% | ? | -15.6% | -12.4% | 7.9 | i
CSc1ccc(CCNc2ncnc3onc(C)c23)cc1 | . | -4.3% | 12.4% | . | . | -13.3 | .
CC(C)CN=C1S[C@H]2[C@H]([C@@H](O)[C@H](O)C[C@@H]2C(N)=O)N1Cc1ccc(F)cc1 | -1.6%[172 µM] | -2.9%[87.6 µM] | -4.5%[87.6 µM] | i | 4.2%[172 µM] | 10.7 | i
CCOc1ccccc1CNC(=O)CCCn1ncn2c(cc3occc32)c1=O | . | 21.1% | -4.8% | . | . | -9.5 | .
O=C1Nc2ccc(-c3ccc4c(c3)OCO4)cc2C(=O)N2CCN(C(=O)C3CCCC3)C[C@@H]12 | -0.2% | -12.9% | -3.7% | ? | ? | -18.8 | i
Cc1ccc([S+](=O)([O-])N2CCC(N3C(=O)c4c(c(C)nn4-c4ccccc4)C3C(C)C)C2)cc1 (configuration not stated) | . | . | . | -26.6% | ? | 11.9 | .
O=C(NCc1ccc(C(F)(F)F)cc1)c1nc2cccnc2n(CCc2ccccc2)c1=O | . | 8.2% | -14.2% | ? | ? | 2.3 | 3.8%
CN(C)C(=O)c1ccc(-c2ccccc2S(=O)(=O)NC(C)(C)C)s1 | -2.1% | 18.4% | -6.5% | -2.0% | ? | 3.0 | 2.5%
Cc1ccc(OCC(=O)OCc2cc(=O)n3nc(-c4cccs4)sc3n2)cc1 | . | -0.6% | -2.8% | . | . | 17.9 | .
CC(=O)c1ccc(NC(=O)N[C@H]2CO[C@H]3[C@@H]2OC[C@@H]3n2nnnc2-c2ccc(N(C)C)cc2)cc1 | -20.1% | 48.9%[activator] | -9.4% | ? | -25.7% | 3.3 | -1.1%
C=C1CC2C3(C)C=CC(=O)OC(C)(C)C3CC(OC(C)=O)C2(C)C2C(=O)OC(C)C(=O)C12C (configuration not stated) | . | . | -9.2%[23.9 µM] | . | . | -1.2 | i
CC(C)c1ccc(NC(=O)Cn2c(=O)n(CC3CCC(C(=O)NCCc4ccccc4)CC3)c(=O)c3ccccc32)cc1 (configuration not stated) | . | 13.9% | 4.7% | . | . | 3.5 | .
Cc1noc(C)c1S(=O)(=O)N1CCC(Oc2ccc(-c3noc(C(C)C)n3)cc2)C1 (configuration not stated) | . | -41.5% | -21.3% | -27.7% | 20µM* | 8.6 | -9.8%

Full records as entered above:
`Cc1cccc(N2CCN(C(=O)CN3C(=O)CSc4c3c(C)nn4-c3ccccc3)CC2)c1C` as listed: Luciferase inh: .; SNCA expr inh: 19.1%; SNCA viab count: 5.4%; 3T3 cytotox: .; HEK293 tox: .; IP6K1 inh: -2.0; GPT2 inhibitor: .
`CCOc1ccccc1CNC(=O)CCCn1ncn2c(cc3occc32)c1=O` as listed: Luciferase inh: .; SNCA expr inh: 21.1%; SNCA viab count: -4.8%; 3T3 cytotox: .; HEK293 tox: .; IP6K1 inh: -9.5; GPT2 inhibitor: .

The main list resumes, repeating the 2 entries before the break.
SMILES | Luciferase inh | SNCA expr inh | SNCA viab count | 3T3 cytotox | HEK293 tox | IP6K1 inh | GPT2 inhibitor
CC(C)c1ccc(NC(=O)Cn2c(=O)n(CC3CCC(C(=O)NCCc4ccccc4)CC3)c(=O)c3ccccc32)cc1 (configuration not stated) | . | 13.9% | 4.7% | . | . | 3.5 | .
Cc1noc(C)c1S(=O)(=O)N1CCC(Oc2ccc(-c3noc(C(C)C)n3)cc2)C1 (configuration not stated) | . | -41.5% | -21.3% | -27.7% | 20µM* | 8.6 | -9.8%
CC(C)c1cnc2c(c1SCC(=O)Nc1ccc(OC(F)(F)F)cc1)c(=O)n(C)c(=O)n2C | . | -21.9% | 2.3% | . | . | -7.4 | .
Cc1ccccc1-c1cnc2[nH]cc(CC(=O)Nc3ccccn3)c2c1 | -15.5%[172 µM] | -14.7%[87.6 µM] | -17.3%[87.6 µM] | ? | ? | -22.3 | -1.8%[88.5 µM]
Cc1ccc(CCNC(=O)Cn2nc3n(c2=O)CCC(N)CC3)cc1 (configuration not stated) | -14.6% | 10.9% | -10.8% | -10.2% | -2.8% | -12.6 | i
COc1ccc(CCNC(=O)c2nc(SCc3ccc(F)cc3)ncc2Cl)cc1OC | . | -6.4% | -17.7% | . | . | -19.7 | .
C#CCNC(=O)C1CCCN(Cc2cccc(-c3cccs3)c2)C1 (configuration not stated) | . | -1.7% | -5.6% | ? | ? | 0.1 | i
CC(C)CN1CCOC[C@H](Oc2ccc(C(F)(F)F)cc2)C1 | -4.6%[172 µM] | ? | 1.4%[87.6 µM] | ? | ? | -21.7 | 2.0%[88.5 µM]
COc1cccc(CN(C)Cc2cccc(C(F)(F)F)c2)c1 | . | 7.8%[87.6 µM] | 7.5%[87.6 µM] | -32.0%[138 µM] | ? | 8.1 | i
CCCC(=O)NCCc1c2n(c3ccc(OC)cc13)CCCc1ccccc1-2 | . | ? | -16.3% | . | . | . | 3.6%
O=C(CCn1cccn1)N[C@@H]1CN(Cc2ccccc2)C[C@H]1CO | 4.0% | 41.0% | 0.5% | -4.2% | -10.6% | -2.5 | i
OCc1ccc(Cl)cc1Cl | . | 65.9%[25.6 µM] | 26.5%[23.9 µM] | . | . | 7.1 | -4.1%
COC(=O)C1=CN(CC(=O)Nc2ccc(C)cc2Cl)S(=O)(=O)N=C1C | -11.9% | 2.8% | 9.4% | -15.0% | -13.1% | -17.6 | i
COc1ccc(-c2cc(OC(=O)c3ccccc3Cl)c3c(C)oc(C)c3c(=O)c2)cc1OC | . | 11.4% | -15.7% | . | . | 0.3 | .
Cc1ccccc1CN1CCC(CNC(=O)c2cc3ccc4cccnc4c3[nH]2)CC1 | . | 5.1% | -7.2% | . | . | -3.2 | .
CC(=O)N1CCOc2ccc(CCC(=O)N3CCN(C4CCCCC4)CC3)cc2C1 | 8.3% | -10.9% | -11.0%[12.5 µM] | -22.2% | ? | 7.2 | i
COc1cccc(C(=O)NC2CCCN(CCn3nc4n(c3=O)CCCC4)C2)c1 (configuration not stated) | . | . | . | -16.0% | i | 21.3 | .
CN1C(=O)C(c2ccccc2)CC12CCN(C(=O)CN1CCCC1)CC2 (configuration not stated) | -3.9% | -24.7% | 15.3% | -7.5% | -16.1% | 2.0 | 0.1%[11.5 µM]
COc1ccc(F)cc1-c1cccc(C(=O)NCCNC(=O)c2ccc(C(F)(F)F)cc2)c1 | . | 11.3% | -4.2% | ? | ? | -9.2 | i
CN(C)C[C@@H]1CN(c2ncccn2)C[C@H]1NC(=O)c1cccc(Cl)c1 | -9.2% | 0.2% | -1.4% | -3.8% | -2.1% | 3.3 | i
O=C(NCc1cccc(C(F)(F)F)c1)[C@@H]1CCCN1c1nccc(Nc2ccccc2Cl)n1 | . | -25.7% | -6.9%[12.5 µM] | ? | ? | -6.9 | -17.9%
COc1ccc(CCC(=O)N2CCN(c3nnc4ccc(Cl)cn34)CC2)cc1 | -12.9% | 22.5% | -0.9% | -16.3% | 0.8% | -0.3 | ?
Cc1ccc(-n2cccc2CC(=O)N2CCCC(C)C2)cc1 (configuration not stated) | -12.9% | -3.9% | -12.6% | ? | ? | 8.4 | i
O=C(NCc1cccc(-c2ccccc2)c1)C1CC(=O)N(C2CC2)C1 (configuration not stated) | -2.9% | 5.8% | -5.6% | -35.5% | -33.2% | 12.4 | i
CCN(CC)C(=O)CSc1nc2cc3c(cc2c(=O)n1Cc1ccc(C(=O)NCCc2ccc(OC)c(OC)c2)cc1)OCO3 | . | 10.0% | -4.7% | . | . | 9.6 | .
Cc1noc(C)c1-c1cc(-c2cccc(CO)c2)cn2cncc12 | 0.1%[172 µM] | 4.2%[87.6 µM] | 3.7%[87.6 µM] | ? | ? | -13.7 | 0.1%[88.5 µM]
CCNC(=O)c1n[nH]c2c1CN(C(=O)c1ccc(OC(F)(F)F)cc1)CC2 | -8.2% | ? | 19.3% | ? | -23.4% | 3.6 | i
COc1ccc(CCNC(=O)C2=C(C)C(=O)OC23CCCCC3)c(OC)c1OC | . | -7.7% | -9.0% | . | . | 22.7 | .
COc1ccccc1-c1ccc2c(C(=O)NCCc3ccc(F)cc3)nn(C)c2n1 | . | 3.5% | 4.1% | ? | ? | -1.2 | 1.6%
Cc1oc2ncn(C)c(=O)c2c1C(=O)Nc1ccc(F)cc1 | . | 17.8% | 7.4% | . | . | 22.3 | .
CSc1nc(=O)c2c(n1C)NC(=O)CC2c1ccccc1OC(C)C (configuration not stated) | . | 6.3% | 6.8% | . | . | 2.3 | .
O=C(NC1CCCC1)c1cc(-c2cccc(C(F)(F)F)c2)c2cccn2n1 | . | -17.1% | -4.0% | ? | 39.8µM* | 3.3 | i
